Screening data (PubChem)
MmCpn inh: inhibitors of Methanococcus maripaludis chaperonin (MmCpn); hit rate 0.031% among 330,000; Potency, µM (doses to about 76.9 µM), inactives show at the top dose activity, negative = inhibition, hits mostly inhibitors; purified Mm-Cpn ATPase, ADP Transcreener TR-FRET; active = well fitted inhibition curve with a large enough effect; inconclusive = small, poorly fitted or top-dose-only effect; note: nearly all actives have a fitted effect of over 80% in size
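TR-FRET (320 nm excitation; 590 and 665 nm emission) reports ADP made from 10 uM ATP by 25 nM enzyme; compounds were preincubated 10 min, reaction run 30 min, both at 37°C.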
* hit, by the source's call; ? = inconclusive; [ ] = another dose, or the depositor's remark. % is set by controls: 0 for no effect and ±100 for the full control effect; potency is the fitted concentration of half-maximal effect. This is a subset (hit frequency here may not be typical).

SMILES	MmCpn inh
COc1nc2ccccc2cc1-c1noc(-c2cccnc2)n1	1%
O=C1[C@@H]2Cc3c([nH]c4ccccc34)C(c3cccc([N+](=O)[O-])c3)N2C(=O)CN1C1CCN(Cc2ccccc2)CC1 (stereo partly specified)	-2%
Cc1ccc(NC(=O)c2ccc(OCc3c(C)noc3C)cc2)cc1	-2%
O=C(c1cc2cc(Br)cc(Br)c2oc1=O)N1CCCc2ccccc21	-12%
COc1ccc(N2CCCn3c2nc2c3c(=O)n(CCCc3ccccc3)c(=O)n2C)cc1	1%
CN(C)C(=O)NC(O)C(Cl)Cl (stereo unspecified)	4%
O=C1COc2ccc(N3C(=O)C=CC3=O)cc2N1	-1%
C/C(=N\Nc1nc2ccccc2[nH]1)c1ccccn1	0%
O=c1c2sccc2nc(SCc2cc(=O)n3ccccc3n2)n1Cc1ccccn1	1%
CSc1nc(N2CCN(CCO)CC2)c2sc3nc(-c4ccco4)c4c(c3c2n1)CCC4	3%
C/C(N)=C(/C#N)C(=O)COC(=O)c1cc(-c2ccccc2)nc2ccc(Br)cc12	-2%
C=C(C)CSc1nc2nc(C)c(Br)cc2[nH]1	-24%
N#Cc1ccc2c(c1)C[C@]1(CCCCN3C(=O)c4ccccc4C3=O)Oc3c(c(=O)oc4ccccc34)C2O1	-4%[15.4 µM]
COc1cc(C(=O)NC2CCCNC2)cc(OC)c1OC (stereo unspecified)	0%
COc1ccc(-c2noc(-c3cc(Cl)ccc3Cl)n2)cc1OC	2%

Brought forward from above: 3 compounds; new compounds follow.
SMILES	MmCpn inh
N#Cc1ccc2c(c1)C[C@]1(CCCCN3C(=O)c4ccccc4C3=O)Oc3c(c(=O)oc4ccccc34)C2O1	-4%[15.4 µM]
COc1cc(C(=O)NC2CCCNC2)cc(OC)c1OC (stereo unspecified)	0%
COc1ccc(-c2noc(-c3cc(Cl)ccc3Cl)n2)cc1OC	2%
CCOC(=O)N1CCC(N2Cc3cccc(C(=O)NCc4ccc(OC)cc4)c3C2=O)CC1	-2%
CCCCc1nc2ccccc2c(=O)n1NC(=O)c1c(O)c2cccc3c2n(c1=O)CCC3	-1%
Cc1ccc(C)c(NC(=O)c2ccccc2C(=O)c2ccccc2)c1	2%
CC1CCc2sc(C(=O)N=Nc3c(O)[nH]c4ccccc34)cc2C1 (stereo unspecified)	-3%
Cc1cc(C)nc(Nc2n[nH]c(Cc3ccccc3)n2)n1	2%
C[C@@H](c1ncncc1F)[C@](O)(Cn1cncn1)c1ccc(F)cc1F	-5%
COC(=O)[C@@]1(Cc2ccc(OC)cc2)[C@H]2c3cc(C(=O)N(C)C)n(CCc4ccc(OC)c(Br)c4)c3C[C@H]2CN1C(=O)c1ccccc1	-1%
O=C1CCN(N=Nc2cccc(Cl)c2)N1	-1%
COc1cc(/C=N\Nc2ccc([N+](=O)[O-])cn2)ccc1OCC(=O)O	-1%
Cc1ccc(S(=O)(=O)N2CCSC2=Nc2ccccc2)cc1	1%
O=C(c1ccco1)N1CCN(c2ncnc3c2[nH]c2ccccc23)CC1	3%
Cc1n[nH]c(C)c1Sc1ccccc1N=Cc1cc([N+](=O)[O-])ccc1O	0%
CCCCCCCC(=O)N/N=C(\C)c1ccc(N)cc1	3%
O=C(NCCCN1CCOCC1)c1ccc(Br)cc1Br	-4%
C#CCOCCOCCOCCNc1nc(N2CCN(C(=O)[C@H](CCCCN)n3cc(C(N)COC(=O)C(F)(F)F)nn3)CC2)nc(N2CCN(C(=O)[C@H](CCCCN)n3cc(C(N)CC(C)C)nn3)CC2)n1 (stereo partly specified)	1%
Cc1ccc2c(c1)-n1c(nc3cc(Cl)ccc3c1=O)C(CC(C)C)NC2=O (stereo unspecified)	2%
Cc1ccc2cc(C#N)c(SCC(=O)NCC3CCCO3)nc2c1C (stereo unspecified)	-15%
COC(=O)c1cc(CNC(=O)c2cccc(Cl)c2Cl)ccc1OC	-1%
Cc1cc(C)nc(-n2nc(C)cc2NC(=O)c2cccc(S(=O)(=O)N3CCCCC3)c2)n1	0%
O=C(NCCc1ccccc1)c1ccncc1	1%
CN(C)S(=O)(=O)c1cc(NC(=O)c2cc(=O)[nH]c3ccccc23)ccc1Cl	1%
CN(C(=O)c1c(Br)cnn1C)C12CC3CC(CC(C3)C1)C2	1%
Cn1c(=O)c2c3c(sc2n2c(SCc4ccccc4)nnc12)CCCC3	0%
COc1ccccc1/C=C1\SC(=S)N(CC(=O)Nc2nnc(C)s2)C1=O	-1%
Cc1cccc2cc(C(c3nnnn3CC3CCCO3)N3CCCC4(CCCCC4)C3)c(=O)[nH]c12 (stereo unspecified)	-4%
CN(C)c1ccc(CNc2nc3ccccc3s2)cc1	0%
COc1ccc(N(CC(=O)NCCC2=CCCCC2)S(=O)(=O)c2ccc(C)cc2)cc1	2%
Cc1ccc(F)c(NC(=S)Nc2cccc3ccccc23)c1	-4%
CC(=O)N1CCN(c2ccc(NC(=S)NC(=O)/C=C/c3ccccc3)cc2)CC1	2%
N#Cc1ccsc1NC(=O)CN1C(=O)NC2(CCCC2)C1=O	-3%
CC(C)Cn1cnc2c(c1=O)c1nc3ccccc3nc1n2Cc1ccc2c(c1)OCO2	1%
CC(NC(=O)C1CCC(CNS(=O)(=O)c2ccccc2)CC1)c1ccc2c(c1)OCCO2 (stereo unspecified)	1%
COc1ccccc1C(=O)NC(=S)Nc1ccccc1N1CCCC1	0%
Cc1ccc(S(=O)(=O)N(C)S(=O)(=O)c2ccc(C#N)cc2)cc1	1%
O=C1OC2(CCCCC2)CC2=C1C1O[C@](c3ccsc3)(Cc3c1ccc1ccccc31)O2	-15%[15.4 µM]
C[C@@H]1CN(CCCn2c3ccccc3c3ccccc32)C[C@H](C)N1	0%
O=C(Nc1ncccn1)c1ccc([N+](=O)[O-])cc1Cl	0%
O=C(c1cc([N+](=O)[O-])ccc1N1CCOCC1)N1CCN(c2ccccc2)CC1	2%
Cc1cccc(/C=N/NC(=O)c2ccc3c(c2)OCCO3)c1O	-3%
O=C1c2ccccc2C(=O)C2OC12 (stereo unspecified)	-1%
CC(COc1ccc(C(C)C)cc1)NC(=O)c1ccc(Br)o1 (stereo unspecified)	-1%
COc1ccc(C(=O)Nc2ccc(/C(C)=N/NC(=O)c3ccncc3)cc2)cc1	1%
COc1cccc(C(=O)COc2ccc3c(C)c(Cc4ccccc4)c(=O)oc3c2C)c1	-3%
CCSc1nnc(NC(=O)C2CCN(S(=O)(=O)c3c(C)c(C)cc(C)c3C)CC2)s1	-13%
COc1cc(C2CC(=O)N3CN(c4ccccc4C)CSC3=C2C#N)cc(OC)c1OC (stereo unspecified)	-6%

For convenience, 2 of the compounds above.
SMILES	MmCpn inh
C[C@@H]1CN(CCCn2c3ccccc3c3ccccc32)C[C@H](C)N1	0%
O=C(Nc1ncccn1)c1ccc([N+](=O)[O-])cc1Cl	0%

Shown with the structure last: entries from further up
MmCpn inh | molecule
-6% | COc1cc(C2CC(=O)N3CN(c4ccccc4C)CSC3=C2C#N)cc(OC)c1OC (stereo unspecified)
-1% | O=C1c2ccccc2C(=O)C2OC12 (stereo unspecified)
-1% | CC(COc1ccc(C(C)C)cc1)NC(=O)c1ccc(Br)o1 (stereo unspecified)
1% | CC(C)Cn1cnc2c(c1=O)c1nc3ccccc3nc1n2Cc1ccc2c(c1)OCO2

Continued.
SMILES	MmCpn inh
COc1ccc(C([O-])=Nc2ccc[n+](-c3nc4ccccc4nc3NS(=O)(=O)c3ccccc3)c2)cc1	-12%
CCn1c2ccccc2c2cc(NC(=O)c3coc(=O)c(Br)c3)ccc21	-4%
CCCCCCNC(=O)N[C@H](C(=O)NCCC[C@H]1CN2C(=NC[C@H]2C)N1CCC(c1ccccc1)c1ccccc1)C(C)O (stereo partly specified)	?
CC(C)OCCCNC(=O)C(NS(=O)(=O)c1ccc2c(c1)c(=O)n(C)c(=O)n2C)c1ccccc1 (stereo unspecified)	1%
O=C(CCCCCNc1nc(=S)[nH]c2ccccc12)NCc1ccccc1Cl	0%
CN1CCN(C(CC(=O)Nc2cccc(O)c2)C(=O)O)CC1 (stereo unspecified)	-1%
NC(=O)CC[C@@H]1NC(=O)[C@H](CO)NC(=O)c2cc([N+](=O)[O-])cc(I)c2NCC[C@@H](C(N)=O)NC(=O)[C@H](Cc2ccc(O)cc2)NC1=O	1%
CCN1C(=O)[C@H]2[C@H]3[C@H](O)[C@H](O)C/C(=N\O[C@H](C)c4cn([C@H](CO)Cc5ccccc5)nn4)[C@@H]3CC[C@H]2C1=O	0%
CN1CCN(CC(=O)Nc2sc3c(c2C#N)CCC(C(C)(C)C)C3)CC1 (stereo unspecified)	-2%
COc1ccc(COCC(O)CN2CCCC(C(F)(F)F)C2)cc1 (stereo unspecified)	-1%
COC(=O)[C@@]1(Cc2ccc(OC)cc2)[C@H]2c3cc(C(=O)N4CCCC4)n(CCN4CCNC4=O)c3C[C@H]2CN1C(=O)c1ccccc1	0%
CCCCCCCC1=CC2=CC(=O)C(C)(OC(C)=O)C(=O)C2=CN1CCc1ccccc1 (stereo unspecified)	-1%
CCN1CCc2c(OCC(=O)Nc3ccc4c(c3)OCCO4)cccc2C1=O	1%
COc1ccc(CNC(=O)CSc2nc3[nH]ncc3c(=O)n2-c2ccccc2Br)cc1	1%
NC(Cc1ccc(Oc2ccc(O)cc2)cc1)C(=O)O (stereo unspecified)	1%

3 records picked at random from those above:
SMILES	MmCpn inh
COc1ccc(COCC(O)CN2CCCC(C(F)(F)F)C2)cc1 (stereo unspecified)	-1%
O=C(CCCCCNc1nc(=S)[nH]c2ccccc12)NCc1ccccc1Cl	0%
NC(Cc1ccc(Oc2ccc(O)cc2)cc1)C(=O)O (stereo unspecified)	1%

Remaining list, next part:
SMILES	MmCpn inh
Cc1ccc2nc(N3C(=O)C(O)=C(C(=O)c4ccco4)C3c3ccc(O)cc3)sc2c1 (stereo unspecified)	-8%
COC(=O)c1cc2sc(Cl)cc2n1Cc1nc(-c2cccc(C)c2)oc1C	-1%
O=C(CCC(=O)N(CC(=O)NC1CCCC1)Cc1ccc2c(c1)OCO2)Nc1nccs1	-7%
COc1ccc([C@]23Cc4c(ccc5ccccc45)C(O2)C2=C(CCCC2=O)O3)cc1	-2%[15.4 µM]
O=C(N/N=C/c1cc([N+](=O)[O-])ccc1O)c1cccc2ccccc12	1%
COc1cc(/C=C2/C(=N)N3C(=NC2=O)SN=C3S(C)(=O)=O)ccc1OS(=O)(=O)c1ccccc1	-1%
COC(=O)Sc1nnc(-c2ccc(Br)cc2)o1	?
O=C(Nc1ccnn1C1CCN(Cc2cc3ccccc3[nH]2)CC1)C1CCOC1 (stereo unspecified)	-1%
O=C1CCCC2=C1C(c1ccccc1)C1=C(CCCC1=O)O2	-2%
C#CCOCCOCCOCCNc1nc(N2CCN(C(=O)CCCCCCCCCCNC(=O)[C@H]([C@@H](C)CC)n3cc(CCCCCN)nn3)CC2)nc(N2CCN(C(=O)CCCCCCCCCCNC(=O)[C@H]([C@@H](C)CC)n3cc(CCCCN=C(N)N)nn3)CC2)n1	5%
COc1ccccc1-c1csc(N2CCC(C(N)=O)CC2)n1	2%
COc1ccc(-c2ccc(-c3noc(-c4ccc(OC)c(OC)c4)n3)c(OC)n2)cc1	-8%
COc1ccc(OC)c(NC(=O)CC(NCCC2=CCCCC2)C(=O)O)c1 (stereo unspecified)	-1%
Cc1nnc2ccc(-c3ccc(NC(=O)c4ccc(Cl)nc4)cc3)nn12	0%
CCOC(=O)N1CCN(C(=O)CSc2ccc(-c3cccnc3)nn2)CC1	-8%
Cc1ccc(NC(=O)C(=O)NCc2ccc(/C=N/NC(=O)c3c(C)nc4cc(C)ccn34)o2)cc1	-2%
FC(F)Oc1ccc(/C=N/N2CCCCC2)c(OC(F)F)c1	2%
O=C(CCNS(=O)(=O)c1cccc2nsnc12)N1CCN(c2ccccn2)CC1	0%
COc1ccc(/C(C)=N/Nc2cc(C(F)(F)F)ccc2Cl)c(OC)c1	1%
Cc1cc(C)c(S(=O)(=O)c2ccccc2Cl)c(Cl)n1	1%
O=S(=O)(c1ccc2c(c1)OCCO2)N1CCN(c2nc(-c3cccnc3)nc3ccccc23)CC1	1%
COC(=O)c1cc2c(=O)n3ccccc3nc2n(C)c1=N	-4%
COc1cnc(-c2ccccn2)nc1Oc1cccc(C(F)(F)F)c1	-8%
CCC(CC)C(=O)Nc1cccc(SC)c1	1%
COc1ccc(C2c3c(nc[nH]c3=O)Oc3nc[nH]c(=O)c32)cc1	0%
COc1cc2c(cc1OC)C1O[C@](CCCCN3C(=O)c4ccccc4C3=O)(C2)OC2=C1C(=O)CC(C)(C)C2	-3%[15.4 µM]
COc1ccccc1/C=C/C=N/NC(=O)c1ccc2nc[nH]c2c1	-6%
CC(=O)Oc1ccc(N2C(=O)C3C(C2=O)C2(C)C=CC3(C)O2)cc1 (stereo unspecified)	-1%
CCCCCCC12CCC(C(=O)O)(CC1)CC2	-1%
O=c1c(C=NCCN2CCNCC2)c(-c2ccccc2)[nH]n1-c1ccc([N+](=O)[O-])cc1	1%
COc1ccc(/C(O)=C2/C(=O)C(=O)N(CCCN(C)C)C2c2cccnc2)cc1 (stereo unspecified)	0%
Cc1cccc(CNc2ncnc3ccc(-c4cccc(Cl)c4)cc23)c1	-7%
Cc1noc(C)c1CSCC(=O)Nc1ccccc1N1CCCCC1	2%
O=C1CSC(=S)N1c1ccc(F)cc1	-1%
Cc1[nH][nH]c(=O)c1C(c1ccc(-c2ccc(Cl)cc2Cl)o1)c1c(C)[nH][nH]c1=O	-6%
CCCCCCN(C(=O)CCCCCN1C(=O)NC(c2ccc(-c3ccccc3)cc2)C(C(=O)OCc2ccccc2)=C1C)C(C(=O)NCCCC)c1ccc(OCC(=O)OC)cc1 (stereo unspecified)	3%
O=C(CCC1CCCNC1)c1ccccc1 (stereo unspecified)	?
